Screens (PubChem BioAssay)
Abeta yeast res = compounds reversing amyloid beta toxicity in yeast | yeast expressing A-beta42, growth rescue, OD600, 48 h; response scale: 0% DMSO, 100% iron-clioquinol control | Potency, µM (series often up to 46.1 µM), for the others: at the top dose growth rescue, most hits filed as activators | hit rate 0.063% among 410,000 | AID 1347071; further: potency means the concentration at half of the fitted maximal effect; nearly all actives have a fitted effect of over 55% in size
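Yeast growth medium received pinned compounds, then yeast cells expressing toxic A-beta were added; plates incubated at 30 C for 48 hr. Growth read as absorbance at 600 nm, normalized to DMSO and equimolar FeCl3 plus clioquinol controls.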
FUS suppressor = FUS proteinopathy suppression in yeast | S. cerevisiae FUS-expressing, growth rescue, OD600, 24 h | Potency, µM (series often up to 76.6 µM), inactives show at the top dose growth rescue (activation), hits mostly activators | hit rate 0.24% among 390,000;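 further: potency means the concentration at half of the fitted maximal effect; plate controls were DMSO vehicle for no effect and reference control for full effect; nearly all actives have a fitted effect of over 55% in size; some results filed as inactive show a strong effect at the top dose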
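Restored growth of FUS-toxic S. cerevisiae, read as 600 nm absorbance after 24 h at 30C in galactose medium (starting OD 0.005). Controls CP55940 and DMSO.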
DRD3 agonist = activates the human D3 dopamine receptor | max activation, % | P35462 | hit rate 0.58% among 410,000 | D3R DiscoveRx beta-arrestin cells, luminescence, 90 min; in the data active means max activation above about 30%; further: 0% is about no effect; mostly tested at two doses, the higher about 12 µM
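Agonist mode: compounds and dopamine controls were applied to plated cells for 90 min at 37 degrees C after an overnight attachment at 1500 cells/well. Luminescent read-out followed 30 - 60 minutes at room temperature with DiscoveRx detection reagent.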
EPAC2 antag = EPAC2 (human) antagonism | EPAC2 GEF exchange of Rap1B-BODIPY-GDP, fluorescence | hit rate 0.18% among 360,000 | Q8WZA2 | Potency, µM (doses to about 114 µM), inactives show at the top dose activity, negative = inhibition, most hits filed as inhibitors; further: potency means the concentration at half of the fitted maximal effect; on the % scale 0 is the no-effect control and ±100 the full control effect; nearly all actives have a fitted effect of over 45% in size; many of its hits are not listed in these tables
Target sequence (Q8WZA2 whole entry, looked up): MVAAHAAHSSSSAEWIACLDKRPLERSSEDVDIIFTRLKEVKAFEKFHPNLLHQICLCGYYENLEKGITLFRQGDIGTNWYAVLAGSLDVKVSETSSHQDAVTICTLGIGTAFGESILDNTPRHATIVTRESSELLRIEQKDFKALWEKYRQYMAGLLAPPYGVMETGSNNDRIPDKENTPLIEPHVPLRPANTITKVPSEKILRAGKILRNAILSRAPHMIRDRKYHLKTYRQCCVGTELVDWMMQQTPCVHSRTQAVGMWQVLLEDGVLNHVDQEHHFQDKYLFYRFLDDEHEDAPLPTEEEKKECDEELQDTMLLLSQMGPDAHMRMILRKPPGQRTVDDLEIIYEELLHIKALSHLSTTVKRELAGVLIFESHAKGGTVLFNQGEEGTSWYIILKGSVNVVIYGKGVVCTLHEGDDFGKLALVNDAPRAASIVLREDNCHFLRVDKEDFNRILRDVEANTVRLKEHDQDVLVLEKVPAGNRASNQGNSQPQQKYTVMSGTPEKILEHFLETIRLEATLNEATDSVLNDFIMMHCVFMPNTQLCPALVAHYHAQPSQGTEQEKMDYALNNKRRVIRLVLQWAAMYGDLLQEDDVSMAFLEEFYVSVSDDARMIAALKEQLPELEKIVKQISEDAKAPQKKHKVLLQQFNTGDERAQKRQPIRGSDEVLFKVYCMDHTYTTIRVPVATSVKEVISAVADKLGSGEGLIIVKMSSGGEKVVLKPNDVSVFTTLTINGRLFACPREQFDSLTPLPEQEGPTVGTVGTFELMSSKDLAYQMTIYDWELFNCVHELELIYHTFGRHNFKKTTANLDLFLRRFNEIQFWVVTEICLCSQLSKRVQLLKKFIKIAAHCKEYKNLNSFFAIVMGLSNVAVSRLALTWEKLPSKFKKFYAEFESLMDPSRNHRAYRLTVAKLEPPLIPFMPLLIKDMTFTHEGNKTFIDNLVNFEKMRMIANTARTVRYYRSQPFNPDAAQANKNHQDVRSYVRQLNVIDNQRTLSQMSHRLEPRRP
aSyn yeast inh = inhibitors of alpha-synuclein toxicity in yeast. AID 652106. Potency, µM (doses to about 46.1 µM), without a hit: top-dose growth rescue (activation), actives largely listed as activators. hit rate 0.14% among 370,000. Yeast expressing alpha-synuclein, growth rescue, BacTiter-Glo, 24 h; further: potency means the concentration at half of the fitted maximal effect; % of control where 0% means no effect; nearly all actives have a fitted effect of over 65% in size
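Galactose-induced alpha-syn yeast (OD600=0.02, raffinose-pregrown) + pinned cpd, 24 hr, 30 deg C; growth by BacTiter-Glo luminescence. Growth restoration scores as activation.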
EPAC2 agonist = agonists of human EPAC2 (RAPGEF4); Potency, µM (doses to about 154 µM), inactives show at the highest dose activation, hits mostly activators; Q8WZA2; hit rate 0.079% among 360,000; EPAC2 activation, biochemical qHTS; response scale: 100% = 6.5 mM cAMP response; further: potency means the concentration at half of the fitted maximal effect; nearly all actives have a fitted effect of over 50% in size
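Guanine nucleotide exchange by EPAC2 is measured as reduced fluorescence of BODIPY-GDP once it is released from 250 nM Rap1B. Plates are read kinetically for 30 min at room temperature; results are scaled to 6.5 mM cAMP.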
TDP43 rescue = TDP-43 toxicity inhibition in yeast; Potency, µM (top dose mostly 46.1 µM), for the others: at the top dose growth rescue (activation), hits mostly activators; TDP-43 expressing yeast growth rescue, BacTiter-Glo, 24 h; hit rate 1.8% among 410,000; AID 652104; further: potency means the concentration at half of the fitted maximal effect; % of control where 0% means no effect; nearly all actives have a fitted effect of over 50% in size
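Growth rescue of TDP-43-toxic yeast measured as ATP luminescence (BacTiter-Glo). Cells grown to mid-log in raffinose, induced in galactose at OD600=0.02, exposed to compound 24 hr at 30 deg C.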
DRD3 antagonist = blocks the human D3 dopamine receptor. P35462. D3R cells, DiscoveRx beta-arrestin luminescence, antagonist mode; active compounds read low. max response, negative = inhibition, %. hit rate 2.5% among 360,000. AID 652054; in the data active means max response below about -50%; inconclusive means no clear call, values can overlap the other calls; further: on the % scale 0 is the no-effect control and ±100 the full control effect; mostly tested at two doses, the higher about 12 µM
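Cells expressing the human receptor were seeded at 1500 cells/well, incubated overnight at 37 degrees C in 5% CO2, then exposed to library compounds with dopamine controls for 90 minutes at 37 degrees C before luminescent detection.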
* hit, by the source's call; ? = inconclusive; . = not tested or not shown; & = joins results of further samples; [ ] = another dose, or the depositor's remark. Unless noted, the call rests on the fitted dose curve; in most records, active means well fitted curve in the direction sought with a large enough effect; inconclusive means small, poorly fitted or top-dose-only effect, or another doubt; inactive means no such curve, though single readings can be large; an effect the other way counts as inactive or inconclusive.

SMILES	Abeta yeast res	FUS suppressor	DRD3 agonist	EPAC2 antag	aSyn yeast inh	EPAC2 agonist	TDP43 rescue	DRD3 antagonist
CC1CN(c2nc(Nc3ccccc3)nc(N)c2[N+](=O)[O-])CC(C)O1 (stereo not given)	-0.2%	12.2%	3.5	0.8%	12.3%	11.7%	19.7%	14.2
Cc1ccc(C2(c3ccc(C)cc3)CC2C(=O)Nc2ccc([N+](=O)[O-])cc2O)cc1 (stereo not given)	-36.4%[inhibitor]	.	-4.6	-0.3%	-19.3%	11.5%	21.4%	-65.8*
COc1ccc(CCC(=O)NCCc2cn3c(C)csc3n2)cc1	11.9%	-22.7%	-2.0	0.0%	1.6%	1.2%	15.4%	16.3
C=C(CC[C@@H](O)C(C)(C)O)[C@H]1CC[C@]2(C)[C@@H]1CCC1[C@@]3(C)CCC(=O)C(C)(C)C3CC[C@]12C (stereo not given in full)	32.2%	23.9%	42.8*	-20.3%	11.8%	-5.0%	12.0%	18.7
COc1ccc(OC)c(-c2csc(NC(=O)CSc3ccc([N+](=O)[O-])cc3)n2)c1	?	1.2%	0.1	0.0%	10.7%	7.8%	0.0%	0.5
O=C(Nc1ccc2nsnc2c1)NC1CCCCC1	4.9%	.	-7.6	-9.2%	-1.1%	2.4%	30.4%	24.1
COc1cc(SC)ccc1C(=O)NC1CCCc2ccccc21 (stereo not given)	-11.7%	-2.5%	13.9	?	9.7%	12.8%	?	3.6
CCCNC(=O)CN(c1ccc(F)cc1)S(=O)(=O)c1ccc2c(c1)OCCO2	13.7%	1.5%	-3.9	-1.6%	-7.2%	10.7%	-7.3%	-20.7
CC(C)Cc1ccc(CN2CCCC(NC(=O)c3cnc4ccccn4c3=O)C2)cc1 (stereo not given)	2.3%	-5.7%	0.6	?	0.0%	-15.5%	-4.2%	28.4
CC1(C)CC(=O)N(c2ccccc2)C1(C)O (stereo not given)	12.7%	.	-5.7	1.3%	-2.2%	8.7%	24.1%	-22.5
Cc1cccc(C)c1NC(=O)CCc1nnc2ccc(N3CCCC3)nn12	3.7%	6.0%	3.4	0.5%	-3.6%	-0.8%	15.1%	-0.4
CC(CCc1ccccc1)NC(=O)C(=O)NCCO (stereo not given)	1.2%	4.3%	-4.9	-2.2%	?	7.1%	-14.4%	11.1
C#CCOCCOCCOCCNc1nc(N2CCN(C(=O)[C@H](CCC(=O)O)n3cc(C(N)Cc4ccc(O)cc4)nn3)CC2)nc(N2CCN(C(=O)[C@H](CCC(=O)O)n3cc(C(N)Cc4ccc(O)cc4)nn3)CC2)n1 (stereo not given in full)	-21.2%	7.0%	2.7	2.5%	-3.2%	4.2%	-4.1%	20.9
CC1CC(C)CN(C(=O)COC(=O)c2ccc([N+](=O)[O-])o2)C1 (stereo not given)	-20.2%	-8.1%	-0.9	0.4%	-1.5%	7.6%	10.4%	6.2
CCCCNC(=O)CN1C(=O)COc2ccc(S(=O)(=O)N3CCCCCC3)cc21	-12.5%	11.9%&-3.7%	-9.2&1.7	-14.7%	5.7%	-4.3%	0.6%&4.0%	0.1
CCc1nnc(NC(=O)Nc2ccccc2OC)s1	12.4%	25.1%	-4.6	5.4%	-0.7%	1.1%	-6.4%	-1.1
CCn1cc(C(=O)Nc2ccc(C(C)C)cc2)c2cc(OC)c(OC)cc2c1=O	0.0%	?	0.2	.	.	.	13.8%	.
Cc1c(Cl)cccc1NC(=O)Cn1cccc1	8.1%	26.4%	6.7	4.1%	-1.0%	0.8%	-8.4%	12.9
Cc1ccc(NC(=O)C2CCCN(c3nccc(C)n3)C2)c(C)c1 (stereo not given)	-14.7%	-0.8%	3.7	3.0%	3.3%	2.6%	-5.4%	31.3
NC(=O)C(c1ccccc1)C1CCCC1 (stereo not given)	15.1%	-20.3%	-5.6	0.1%	-0.8%	16.4%	12.5%	12.7
Cc1oc2c(c1C(=O)Nc1cccc(Br)c1)C1=NCCN1C=N2	-9.2%	-6.1%	-9.6	.	.	.	-10.4%	.
COc1ccc(C(=O)C2CCCN(C(=O)C3=CCCC3)C2)cc1OC (stereo not given)	1.4%	16.3%	-0.1	2.0%	4.7%	-4.4%	13.5%	1.3
O=C(Cc1csc(Nc2nc(=S)[nH]c3ccccc23)n1)N1CCN(c2cccc(C(F)(F)F)c2)CC1	-22.5%	43.4%	-4.9	23.0%	-9.9%	9.0%	2.7%	-18.1
CCOC(=O)C1CCN(Cc2cn[nH]c2-c2ccccc2)CC1	-2.4%	-8.0%	-8.2	8.2%	-0.9%	2.7%	5.2%	-66.0*
CCNS(=O)(=O)c1ccc(CCC(=O)Nc2ccc3c(c2)OCCO3)cc1	-7.2%	-3.0%	0.2	-1.3%	1.2%	5.5%	13.4%	-8.4

An excerpt from above, reduced to DRD3 antagonist, aSyn yeast inh and TDP43 rescue.
| compound | DRD3 antagonist | aSyn yeast inh | TDP43 rescue |
| --- | --- | --- | --- |
| CCn1cc(C(=O)Nc2ccc(C(C)C)cc2)c2cc(OC)c(OC)cc2c1=O | . | . | 13.8% |
| C#CCOCCOCCOCCNc1nc(N2CCN(C(=O)[C@H](CCC(=O)O)n3cc(C(N)Cc4ccc(O)cc4)nn3)CC2)nc(N2CCN(C(=O)[C@H](CCC(=O)O)n3cc(C(N)Cc4ccc(O)cc4)nn3)CC2)n1 (stereo not given in full) | 20.9 | -3.2% | -4.1% |
| Cc1ccc(C2(c3ccc(C)cc3)CC2C(=O)Nc2ccc([N+](=O)[O-])cc2O)cc1 (stereo not given) | -65.8* | -19.3% | 21.4% |

Continuation:
SMILES	Abeta yeast res	FUS suppressor	DRD3 agonist	EPAC2 antag	aSyn yeast inh	EPAC2 agonist	TDP43 rescue	DRD3 antagonist
COc1ccc(NC(=S)Nc2cccc(Cl)c2)cc1OC	-12.9%	16.9%	-4.4	6.3%	5.0%	9.5%	13.8%	10.7
Cc1csc(SCC(=O)c2c(N)n(C)c(=O)n(C)c2=O)n1	0.1%	2.5%	-1.4	-0.7%	-3.5%	-0.1%	-6.7%	0.0
CCSc1nnc2c(n1)OC1(CCCC1)Nc1ccccc1-2	-14.0%	-13.7%	3.1	1.6%	-3.5%	5.8%	19.2%	0.4
Cc1noc(/C=C/c2ccco2)c1S(=O)(=O)N1CCC(C(=O)N2CCc3ccccc3C2)CC1	13.3%	?	-0.1	6.5%	1.1%	7.6%	22.4%	?
COCCCN1C(=O)C(=O)/C(=C(/O)c2ccc(OC(C)C)cc2)C1c1ccncc1 (stereo not given)	-4.2%	-8.9%	-2.6	-6.6%	-11.1%	2.8%	-7.9%	5.8
OC(CSc1ccc(F)cc1)CN1CCN(c2ccccc2)CC1 (stereo not given)	13.7%	7.9%	14.1	-0.5%	-0.1%	9.9%	-14.5%	-72.3*
CC(C)Cn1nc(NC(=O)c2cccc(Cl)c2)c2cc3ccccc3nc21	-9.3%	-10.2%	-9.0	.	.	.	10.4%	.
CN(C(=O)COc1ccc(Cl)cc1Cl)c1nnc(C23CC4CC(CC(C4)C2)C3)s1	7.6%	-24.3%	-0.4	17.3%	-6.1%	11.0%	3.0%	-5.2
COc1cccc(C(C)NC(=O)Nc2cc(Cl)ccc2OC)c1 (stereo not given)	-11.5%	-1.6%	-7.1	6.0%	-7.5%	0.9%	22.8%	6.0
O=C(O)CCCNC(=O)c1cccc(C(=O)NCCCC(=O)O)n1	-11.5%	.	5.3	-1.4%	3.7%	17.0%	15.4%	5.2
CCCCN(C=O)c1c(CC)nc2ccc(C(=O)N(CC)CCN(C)C)cn12	17.2%	-21.3%	-8.6	6.7%	3.5%	5.4%	0.0%	-5.1
CC(C)(C)OC(=O)NCCCC[C@@H](C(=O)NCCCCCCCCCCC(=O)N1CCN(C(=O)OC(C)(C)C)CC1)n1cc(CCCC(=O)O)nn1	7.8%	?	0.1	-10.8%	6.9%	0.7%	15.5%	6.0
Cc1nn(Cc2ccc([N+](=O)[O-])cc2)c(=O)n1-c1ccccc1	1.7%	9.3%	-12.9	5.8%	-0.2%	1.1%	20.2%	-10.6
CCN(CC)C(=O)c1sc2nc(-c3ccccn3)[nH]c(=O)c2c1C	-8.8%	19.0%	3.2	2.3%	7.4%	1.9%	-25.5%	6.9
Cc1ccn2c(=O)nc(SCC(=O)Nc3cc(C)on3)nc2c1	6.5%	-8.3%	8.4	13.8%	5.4%	8.1%	-18.1%	7.3
COCCCNc1nc2c(-c3cccc(C)c3)nnn2c2ccc(Cl)cc12	0.7%	14.6%	14.8	-8.4%	3.8%	-7.5%	-11.6%	3.1
COc1cc(C(=O)N2CCN(C3CCC(C)CC3)CC2)cc(OC)c1OC (stereo not given)	12.1%	-14.0%	3.0	5.4%	-3.8%	4.8%	6.6%	13.5
O=C(CCSc1ccccc1)Nc1nnc(-c2cccs2)o1	-2.3%	-19.5%	-5.3	6.4%	15.0%	10.8%	0.0%	0.0
CC(C)C(=O)Nc1ccc2nn(-c3ccccc3)nc2c1	6.4%	3.7%	-2.4	1.7%	0.4%	-2.5%	?	1.3
COc1ccc(NC(=O)c2cc3c(=O)n4ccccc4nc3n2C)c(OC)c1	5.6%	13.5%	8.0	0.5%	0.1%	5.3%	.	-13.7
Cc1sc(NC(=O)C2CSC3(C)CCC(=O)N23)nc1-c1ccccc1 (stereo not given)	5.9%	26.3%	2.9	-2.1%	-0.3%	-2.5%	?	9.1
Cc1ccc(Cn2cc(CCC(=O)NC3CCCCC3)c3ccccc32)cc1	-3.5%	-3.2%	12.8	.	.	.	20.4%	.
Cc1ccc(NC(=O)Cn2c(=O)n(Cc3nc(C)no3)c(=O)c3ccccc32)c(Cl)c1	-7.5%	-23.9%	-16.3	.	.	.	7.3%	.
O=C(CCCn1c(=O)c2ccccc2n(CC(=O)N2CCN(c3ccccc3)CC2)c1=O)NCc1ccco1	-1.5%	7.3%	16.4	1.8%	1.5%	1.5%	10.1%	8.5

Single values from above:
TDP43 rescue with CCCCN(C=O)c1c(CC)nc2ccc(C(=O)N(CC)CCN(C)C)cn12 stands at 0.0%
DRD3 agonist with CC(C)C(=O)Nc1ccc2nn(-c3ccccc3)nc2c1 stands at -2.4

This is a subset, so the mix of outcomes need not match the whole.
